Source: PubChem
PME-1 primary: PME-1 (human) inhibition; Q9Y570; recombinant PME-1, FP-Rh probe fluorescence polarization; inhibition, % at 5.9 µM; actives 0.53% (n = 320,000);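 active = inhibition above the campaign mean of all compounds plus 3 SD, cut at about 26% in these data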;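 also: competitive labeling of PME-1 active site by serine hydrolase directed probe; 0% = PME-1 with DMSO and 100% = wells lacking PME-1 enzyme; inhibitors block probe labeling so polarization falls and inhibition rises; many of its hits are not listed in these tables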
LYPLA1 counter: counter-screen for PME1 inhibitors: inhibitors of human LYPLA1; O75608; recombinant LYPLA1, FP-Rh probe fluorescence polarization; inhibition, % at 5.9 µM; actives 0.16% (n = 320,000); AID 2174;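 active = inhibition above the mean of all tested compounds plus 3 SD, set per campaign, cut at about 14% in these data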;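 also: inhibitors block serine hydrolase probe labeling of LYPLA1 so polarization falls; 0% = enzyme with DMSO and 100% = wells lacking LYPLA1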
PAFAH1B2 inh: PAFAH1B2 (human) inhibition; P68402; recombinant PAFAH1B2, FP-rhodamine activity probe, fluorescence polarization; inhibition, % at 3.39 µM; actives 1.2% (n = 340,000);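 active = inhibition above the mean of all tested compounds plus 3 SD, cut at about 24% in these data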;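 also: 0% = enzyme with DMSO and 100% = wells lacking PAFAH1B2; many of its hits are not listed in these tables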
PREPL inh: human PREPL enzyme inhibition; Q4J6C6; recombinant PREPL, fluorescence polarization activity-based probe; inhibition, % at 5.96 µM; actives 0.68% (n = 320,000); AID 2751; in the data active = inhibition above about 43%;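 also: 0% = enzyme with DMSO and 100% = wells lacking enzyme; many of its hits are not listed in these tables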
GSTO1 counter: GSTO1 inhibition, counter-screen for RBBP9 inhibitors; P78417; actives 1.1% (n = 300,000); inhibition, % at 5.96 µM; recombinant GSTO1, activity-based probe fluorescence polarization; AID 1974;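 active = inhibition above the campaign mean inhibition plus 3 SD, cut at about 35% in these data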;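 also: 0% = GSTO1-1 with DMSO and 100% = wells lacking GSTO1-1 enzyme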
PAFAH1B3 inh: inhibitors of human PAFAH1B3. actives 0.28% (n = 340,000). recombinant PAFAH1B3, FP-rhodamine probe, fluorescence polarization. inhibition, % at 3.39 µM. Q15102. AID 492972;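 active = inhibition above the screen-wide average of all tested compounds plus 3 SD, cut at about 25% in these data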;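 also: 0% = enzyme with DMSO only and 100% = wells lacking PAFAH1B3 protein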
PAD4 FP inh: PAD4 (human) enzyme inhibition | inhibition, % at 6.36 µM | recombinant PAD4, RCA probe fluorescence polarization | actives 0.41% (n = 330,000) | Q9UM07 | AID 485272;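 active = percent inhibition above a cutoff equal to the mean of all tested compounds plus 3 SD, cut at about 15% in these data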;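 also: 0% = PAD4 with RCA probe and DMSO and 100% = probe without PAD4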
Target sequence (Q9UM07 whole entry, looked up): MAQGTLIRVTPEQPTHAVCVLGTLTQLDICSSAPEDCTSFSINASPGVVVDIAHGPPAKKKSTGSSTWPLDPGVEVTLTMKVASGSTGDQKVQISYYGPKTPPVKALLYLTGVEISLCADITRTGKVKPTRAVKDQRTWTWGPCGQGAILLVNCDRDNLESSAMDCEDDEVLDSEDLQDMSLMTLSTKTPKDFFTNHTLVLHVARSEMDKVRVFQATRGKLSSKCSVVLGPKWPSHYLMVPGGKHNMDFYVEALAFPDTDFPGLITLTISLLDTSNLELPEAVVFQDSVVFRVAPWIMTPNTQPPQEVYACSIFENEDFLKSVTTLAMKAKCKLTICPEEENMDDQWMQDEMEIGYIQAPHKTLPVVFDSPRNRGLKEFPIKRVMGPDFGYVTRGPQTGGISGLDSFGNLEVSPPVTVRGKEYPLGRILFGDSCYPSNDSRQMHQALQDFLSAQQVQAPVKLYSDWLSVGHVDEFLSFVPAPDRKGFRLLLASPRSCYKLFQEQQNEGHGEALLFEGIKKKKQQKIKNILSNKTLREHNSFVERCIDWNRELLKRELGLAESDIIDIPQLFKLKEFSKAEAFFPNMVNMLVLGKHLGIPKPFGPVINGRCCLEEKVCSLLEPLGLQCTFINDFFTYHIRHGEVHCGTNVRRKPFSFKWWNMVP
LYPLA2 inh: counter-screen for PME1 inhibitors: inhibitors of human LYPLA2; AID 2177; actives 0.38% (n = 320,000); inhibition, % at 5.9 µM; recombinant LYPLA2, FP-Rh probe fluorescence polarization;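 active = inhibition above the screen-wide mean plus 3 SD, limit set per campaign, cut at about 26% in these data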;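 also: 0% = LYPLA2 with DMSO and 100% = wells lacking LYPLA2 enzyme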
Target sequence (O95372 whole entry, looked up): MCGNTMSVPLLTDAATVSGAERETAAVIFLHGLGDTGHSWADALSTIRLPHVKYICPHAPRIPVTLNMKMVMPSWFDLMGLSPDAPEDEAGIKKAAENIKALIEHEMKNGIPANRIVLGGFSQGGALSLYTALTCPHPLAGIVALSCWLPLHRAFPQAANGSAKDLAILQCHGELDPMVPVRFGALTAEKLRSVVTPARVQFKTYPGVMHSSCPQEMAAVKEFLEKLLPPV
pPAFAH FP inh: inhibitors of human plasma PAF acetylhydrolase (pPAFAH). inhibition, % at 3.39 µM. recombinant pPAFAH, FP-rhodamine probe fluorescence polarization. actives 1.5% (n = 330,000). Q13093. AID 463082;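 active = inhibition above the mean inhibition across the screen plus 3 SD, cut at about 25% in these data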;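 also: inhibitors block binding of the rhodamine activity-based probe so polarization drops; 0% = enzyme with DMSO and 100% = wells lacking pPAFAH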
Numbers without * were called inactive; . = not tested or not shown.

entry	Structure	PREPL inh	PAFAH1B3 inh	LYPLA2 inh	GSTO1 counter	PAD4 FP inh	LYPLA1 counter	PME-1 primary	pPAFAH FP inh	PAFAH1B2 inh
1	COc1cccc(-n2c(=S)[nH]c3ccccc3c2=O)c1	-2	-1	0	8	-6	1	0	2	2
2	CC(=O)OC1N=C(c2ccccc2)c2cc(C)ccc2NC1=O (centres undefined)	11	8	-3	2	0	4	4	4	1
3	O=c1[nH]c(=S)n(C2CC2)c(O)c1C=NCc1ccc(F)cc1	-7	4	0	-3	1	-1	-4	2	-2
4	COc1cc(O)cc2c1C(=O)OC(C)CCCC(=O)CCC/C=C\2 (centres undefined)	-7	11	5	9	1	6	3	3	7
5	CCCC/C(=N/O)c1c(C)[nH]c2ccccc12	-1	2	8	8	1	0	-3	7	0
6	COCCCn1c(N)c(C(=O)NCc2ccco2)c2nc3ccccc3nc21	6	.	1	76*	-5	-3	2	2	.
7	CCOP(=O)(OCC)C(NC(=O)c1ccccc1)C(Cl)(Cl)Cl (centres undefined)	3	7	1	0	-5	0	3	-1	2
8	CC(C)N1CCN(Cc2cccc([N+](=O)[O-])c2)CC1	-5	5	-7	-11	-4	-2	-8	6	9
9	CC[C@@]1(O)C(=O)OCc2c1cc1n(c2=O)Cc2cc3c(NC(=O)CN)cccc3nc2-1	-9	7	-2	10	-2	0	-5	-7	0
10	COc1ccc(Cn2c(O)c(/C=N/NC(=O)c3ccccc3)c(=O)[nH]c2=O)cc1	0	5	2	-6	-6	1	0	7	8
11	CCCCc1ccc(NC2=NCCCS2)cc1	-5	6	-7	6	-4	-5	-8	1	0
12	CN(C)CCSC1c2ccccc2CSc2ccccc21 (centres undefined)	4	.	5	9	2	1	3	3	.
13	CCC1(CCc2ccncc2)C(=O)NC(=O)NC1=O	6	9	-3	2	-2	-5	2	-2	-6
14	C[n+]1c(-c2ccccc2)cc(CCCCc2cc(-c3ccccc3)[n+](C)c(-c3ccccc3)c2)cc1-c1ccccc1	46*	3	-2	3	-11	-5	-3	6	-1
15	CN(C(=O)c1ccco1)C1(c2ccccc2Cl)CCCCC1=O (centres undefined)	2	5	1	0	-1	0	6	2	3
16	C1CCCN(C2CCNCC2)CC1	-2	-2	7	3	4	2	0	4	-4
17	COC(=O)C1=C(c2ccccc2)C[C@@H]2CC[C@H]1N2C(=O)N1CCC(O)CC1	-7	-1	0	6	-3	-1	-1	1	-2
18	Cc1ccccc1-n1c(O)c(/C=C2/C(c3ccccc3)=Nc3ccccc32)c(=O)[nH]c1=O	-15	0	6	-3	0	-1	-1	2	0
19	CN1CCCN(C(=O)COc2ccc(F)cc2Cl)CC1	0	3	-10	4	-1	-3	-2	0	1
20	CN(C)C1(c2nnnn2-c2ccc(Cl)cc2)CCCCC1	2	2	4	7	3	2	1	0	4
21	FC(F)(F)c1ccccc1CCN1CCNCC1	3	3	4	0	1	2	7	-3	4
22	CN(C)c1ccc(/C=C2\C(=O)NC(=O)N(Cc3ccc(F)cc3)C2=O)cc1	-1	-1	-7	19	-12	-2	-9	3	11
23	CCC/C(=N\O)c1c[nH]c2ccccc12	-21	2	3	-1	0	1	3	6	2
24	O=Cc1c(C(=O)O)n(Cc2ccccc2Cl)c2ccccc12	4	4	-4	3	3	-3	4	-8	5
25	O=c1[nH]c(O)c(N=Nc2ccc3c(c2)OCCO3)c(=O)[nH]1	17	9	-6	-5	0	-1	1	1	1
26	CCN(CC)c1ccccc1	16	2	-2	.	0	-2	-2	-4	2
27	Cc1sc2c(c1C)C(c1cccs1)=NCC(=O)N2CC(=O)NCc1cccs1	-10	11	3	26	1	2	-5	4	0
28	O=C(c1cc(-c2cccnc2)nc2ccccc12)N1CCC2(CC1)OCCO2	5	-4	9	2	2	1	5	8	2
29	Cn1c(O)c(C=Nc2ccc(Cl)cc2)c(=O)n(C)c1=O	-15	2	-2	-1	1	-2	1	-2	5
30	CC(=O)N1CC(=O)Nc2ccc(C)cc2C1c1ccccc1 (centres undefined)	2	6	6	4	-1	1	1	4	0
31	Cc1ccc(N2C(=O)/C(=C/N3CCN(C(=O)c4ccco4)CC3)C(=O)NC2=S)cc1C	9	-5	-3	-5	-6	0	2	11	-4
32	COC(=O)C(O)(c1ccc(N(C)C(=O)COc2ccccc2)cc1)C(F)(F)F (centres undefined)	-4	6	1	-1	-2	3	0	0	1
33	Cc1cc(C(=O)CS(=O)(=O)c2ccccc2)cc(C)c1OC(=O)N(C)C	-6	6	2	1	5	-1	-2	38*	6
34	CCCc1cc(=O)oc2cc(OCC(=O)N3C[C@H]4C[C@@H](C3)c3cccc(=O)n3C4)ccc12	-3	4	3	1	4	-2	-4	5	-1
35	COc1ccc(Br)cc1CN1CCN(C(=O)Cc2ccccc2)CC1	5	-2	4	-1	-2	2	5	4	5
36	COc1cc2c(C(=O)N3CCN(C)CC3)c(C)n(C)c2cc1Br	-12	10	4	2	-2	1	-4	4	7
37	COc1ccc(C2C(C#N)=C(N)Oc3c2c(=O)oc2ccccc32)cc1Cn1cc([N+](=O)[O-])cn1 (centres undefined)	20	4	-14	-10	2	-7	12	2	5
38	C=CCn1c(O)c(C(CC)=NCCc2c[nH]c3ccccc23)c(=O)[nH]c1=O	49*	-2	6	-9	2	-3	2	4	2
39	CC1=C2C(=O)C3C(CC=C4CC(OC5OC(O)C(O)C(O)C5CO)CCC43C)C2CCC12OC1CC(C)CNC1C2C (centres undefined)	2	7	-3	-12	1	1	-8	6	5
40	COC(=O)C(O)(c1ccc(NC(=O)c2ccco2)c(OC)c1)C(F)(F)F (centres undefined)	0	-2	1	-6	0	-2	0	-1	-2
41	CCN(CC)c1ccc(C=C2C(=O)N(C)C(=S)N(C)C2=O)o1	-12	-15	-14	-9	-6	-6	-29	0	-10
42	COc1cc(C(=O)Nc2ccc(Br)cc2C(=O)c2ccccc2)cc(OC)c1OC	-15	-3	7	4	1	2	-4	5	2
43	COc1cc2c3cc1Oc1cc(ccc1O)C[C@@H]1c4c(cc(OC)c(O)c4Oc4cccc(c4)C[C@@H]3N(C)CC2)CC[N+]1(C)C	18	10	6	2	-4	0	-2	9	5
44	NCCc1ccc(S(N)(=O)=O)cc1	-9	2	-1	-2	-8	-2	-1	-4	1
45	CC(=O)C1CCC2C3CCC4CC(O)CCC4(C)C3CCC12C (centres undefined)	-42	18	5	-4	5	-1	1	7	-1
46	O=C(COc1ccc(Br)cc1)N1CCN(Cc2c[nH]c3ccccc23)CC1	8	9	8	10	-3	6	4	6	6
47	Cn1cnc(CCN)c1	5	3	4	9	6	2	0	1	3
48	Cc1ccc(S(=O)(=O)Oc2ccccc2C=C2C(=O)N(C)C(=O)N(C)C2=O)cc1	2	7	4	10	2	2	10	4	3
49	Cc1ccc(OP(=O)(NCc2ccccc2)Oc2ccc(C)cc2)cc1	6	8	2	0	-7	-2	5	-4	7
50	O=c1[nH]c(=O)n(-c2ccccc2Cl)c(O)c1C=NCCN1CCCCC1	6	-6	3	2	-1	0	-7	3	2
51	COC(=O)C(O)(c1c[nH]c2ccccc12)C(F)(F)F (centres undefined)	-4	-4	1	-6	-3	3	-4	5	4
52	CCOc1cc2c(cc1OCC)-n1cccc1C(c1ccc(F)c(OC)c1)NC2 (centres undefined)	-8	11	-3	0	-3	1	0	-4	2
53	O=c1[nH]c(=O)n(Cc2ccccc2Cl)c(O)c1/C=C1/C=CC=N1	0	-3	-10	16	-19	-9	-30	0	-2
54	Cc1cccc(CN2CCCC(C(=O)c3ccc4c(c3)OCO4)C2)n1 (centres undefined)	0	5	1	3	-2	1	1	3	3
55	CCn1c(O)c(C=NCc2ccccc2)c(=O)[nH]c1=S	5	13	4	-6	-3	1	0	2	-2
56	O=Cc1cn(Cc2ccccc2F)c2ccccc12	-7	-2	-4	2	1	-2	0	3	3
57	N#C[C@H](O[C@@H]1O[C@H](CO[C@@H]2O[C@H](CO)[C@@H](O)[C@H](O)[C@H]2O)[C@@H](O)[C@H](O)[C@H]1O)c1ccccc1	6	12	.	.	-7	.	.	-2	20
58	CCOc1ccc2[nH]c(=O)c(CN(CCO)C3(c4nnnn4C4CCCCC4)CCCCC3)cc2c1	-5	0	-2	5	4	-1	3	4	-5
59	c1ccc(C2CC2)c(OCC2=NCCN2)c1	7	2	0	4	-5	-2	-1	0	-5
60	CCOC(=O)Cn1cc([N+](=O)[O-])nc1[N+](=O)[O-]	5	2	-4	-1	-6	2	2	3	5

Remaining list, next part:
entry	Structure	PREPL inh	PAFAH1B3 inh	LYPLA2 inh	GSTO1 counter	PAD4 FP inh	LYPLA1 counter	PME-1 primary	pPAFAH FP inh	PAFAH1B2 inh
61	Cc1c(C=C2C(=O)NC(=O)NC2=O)c(=O)n(-c2ccccc2)n1C	-4	4	5	-3	-2	-3	2	6	3
62	O=P(Nc1cccnc1)(Oc1ccccc1Cl)Oc1ccccc1Cl	-11	-3	-2	-5	-9	0	17	3	-3
63	CCN1CCN(c2ccc(NC(C)=O)cc2Cl)CC1	0	0	1	3	2	-3	3	-4	-8
64	CCOC(=O)C(O)(c1ccc(N=Cc2ccccc2O)c(C)c1)C(F)(F)F (centres undefined)	3	0	2	0	-2	1	4	1	8
65	Cc1oc(-c2ccc(Cl)cc2)nc1CS(=O)CC(=O)N1CCC2(CC1)OCCO2 (centres undefined)	17	1	3	0	0	2	1	3	2
66	Cc1ccccc1-n1c(CNc2ccccc2)nc2ccccc2c1=O	7	.	-8	-2	-1	-4	-3	1	.
67	Cc1ccc(C)c(CN2CCC(n3nnc4cc(F)ccc43)CC2)c1	-4	11	9	4	0	10	6	7	7
68	CCOc1ccc(C2SCC(=O)Nc3c2c(C)nn3C2CCOC(C)(C)C2)cc1 (centres undefined)	12	5	-1	3	12	1	-1	3	-1
69	CCC(=NCC1CCCO1)c1c(O)n(-c2ccc(Cl)cc2)c(=O)[nH]c1=O (centres undefined)	7	2	6	1	-2	1	4	4	1
70	COc1ccc(C=C2C(=O)N(C)C(=O)N(C)C2=O)cc1COc1ccc(NC(C)=O)cc1	-10	7	-3	6	-1	0	-7	1	6
71	CC(Cc1cccs1)NCc1ccc(Cl)cc1 (centres undefined)	-8	5	-4	-4	-1	-2	-1	4	5
72	O=c1c2ccccc2nc(-c2ccco2)n1-c1cccnc1	4	0	-5	-3	2	-3	0	2	2
73	C(#CCN1CCOCC1)COC/C=C/c1ccccc1	6	7	7	11	-2	1	6	4	5
74	COc1ccc(-n2nc(C(=O)NCC(=O)N3CCC4(CC3)OCCO4)c3ccccc3c2=O)cc1OC	15	9	0	-2	-2	0	6	2	-4
75	CC1CCCCN1Cc1cccnc1 (centres undefined)	-5	6	2	4	-1	1	-1	3	7
76	O=C(Cc1ccccc1)NC(Cc1ccc(Cl)cc1)C(=O)O (centres undefined)	-1	5	2	11	1	1	-2	0	38*
77	C1CCC2S[C@H]3CCCCC3NC2C1 (some centres undefined)	-10	4	-1	6	-2	0	0	-1	5
78	CC(C)OC(=O)C1C2c3ccccc3C(c3ccccc32)C1C(=O)O (centres undefined)	0	-2	-3	16	-11	2	1	1	3

2 of the compounds above, screen by screen:
71. CC(Cc1cccs1)NCc1ccc(Cl)cc1 (centres undefined)
72. O=c1c2ccccc2nc(-c2ccco2)n1-c1cccnc1
Screen / compound no.	71	72
PREPL inh	-8	4
PAFAH1B3 inh	5	0
LYPLA2 inh	-4	-5
GSTO1 counter	-4	-3
PAD4 FP inh	-1	2
LYPLA1 counter	-2	-3
PME-1 primary	-1	0
pPAFAH FP inh	4	2
PAFAH1B2 inh	5	2

A portion of the library; the hit share may differ from the screen's.
